# Screening data from PubChem.
# aDG glyco act = increases alpha dystroglycan glycosylation | activation, % at 10 µM | actives 0.22% (n = 360,000) | Pro5-aDG cells, alpha-DG glycosylation AlphaScreen (IIH6); 0% Pro5, 100% B10-LARGE cell signal | AID 624168;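 active = activation of at least 8% versus controls, or a plate z-score of at least 8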;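 also: Pro5 are CHO cells carrying HIG-tagged alpha-DG that lacks glycosylation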
# TWEAK-Fn14 inh = blocks TWEAK-Fn14 interaction in a reporter cell assay; AID 1159606; actives 2% (n = 360,000); TWEAK-stimulated Fn14 reporter cells, luciferase luminescence, 8 h; inhibition, % at 10 µM; in the data active = inhibition above about 50%
# Peg3 prom inh = Peg3 promoter activity inhibition; HeLa PEG-Prom luciferase reporter, luminescence, overnight; inhibition, % at 20 µM; actives 1.7% (n = 360,000); AID 588405;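 active = inhibition of at least 50% at 20 µM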
# NR2E3 ag-1 = agonists of human NR2E3 nuclear receptor; CHO-S Gal4-NCOR/VP16-NR2E3 two-hybrid, luciferase; Q9Y5X4; inhibition of corepressor binding, % at 3.98 µM; AID 602229; actives 0.35% (n = 360,000);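 active = inhibition above the mean of all tested compounds plus 3 SD, cut at about 70% in these data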;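 also: 0% = DMSO with NR2E3 transfected cells and 100% = cells lacking NR2E3 construct; higher means lower luciferase signal from less NR2E3 corepressor binding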
# Target sequence (Q9Y5X4 whole entry, looked up, the tested form may be a part): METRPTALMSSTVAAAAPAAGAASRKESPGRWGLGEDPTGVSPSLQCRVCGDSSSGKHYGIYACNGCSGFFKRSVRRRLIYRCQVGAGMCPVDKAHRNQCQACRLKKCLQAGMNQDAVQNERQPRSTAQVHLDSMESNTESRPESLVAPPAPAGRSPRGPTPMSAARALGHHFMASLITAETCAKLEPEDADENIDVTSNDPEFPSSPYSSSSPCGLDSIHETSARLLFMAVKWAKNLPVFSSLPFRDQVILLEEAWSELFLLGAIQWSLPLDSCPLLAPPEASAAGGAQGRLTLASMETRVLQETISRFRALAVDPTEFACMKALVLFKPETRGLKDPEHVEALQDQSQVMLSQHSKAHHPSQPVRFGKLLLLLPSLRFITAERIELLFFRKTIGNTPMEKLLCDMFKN
# HIF-2a inh = HIF-2a inhibition; 786-0 RCC cells HIF-2a reporter, luciferase luminescence, overnight; inhibition, % at 18.8 µM; actives 0.72% (n = 360,000);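 active = inhibition of the luminescence signal of 40% or more relative to plate controls, in a single-dose primary screen at 18.75 µM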
# NR2E3 ag-2 = activates human photoreceptor nuclear receptor NR2E3; GST-NR2E3/biotin-RetCOR TR-FRET, 1536-well; inhibition of corepressor binding, % at 4.78 µM; actives 0.12% (n = 320,000); AID 2300;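 active = percent inhibition above the cutoff of mean plus 3 SD of all tested compounds, set per screening campaign, cut at about 20% in these data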;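 also: 0% = DMSO wells and 100% = biotin wells as full block of FRET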
#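 System: GST-NR2E3 and biotin-RetCOR proteins; probe or stimulus: 7 nM biotin-RetCOR; doses: compound at 4.8 µM, single dose; schedule: Compound–protein incubation for 5 h at 4 °C; detection: time-resolved FRET; read-out: percent inhibition; controls: biotin wells as high control, 0.6% DMSO wells as low control; format: 1536-well plates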
# Shn3 inh set2 = inhibitors of Schnurri-3 3'UTR reporter in osteoblasts. actives 0.52% (n = 360,000). AID 588674. inhibition, % at 12.5 µM. Clone20 osteoblast Shn3 3'UTR firefly luciferase, 24 h;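 active = mean inhibition of at least 75% with every replicate also reaching 75%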;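 also: 0% = median of neutral control wells and 100% = pilot-screen positive control compound; some compounds past the cut are filed as inactive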
# CF NFkB inh = inhibitors of cystic fibrosis induced NF-kB; actives 0.86% (n = 360,000); KKLEB NF-kB-GFP reporter, PAF-induced, GFP fluorescence overnight; inhibition, % at 5 µM;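 active = at least 50% inhibition at 5 µM, scaled per plate between neutral and stimulator controls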;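 also: PAF is a Pseudomonas aeruginosa culture filtrate used as stimulus; plate controls were PAF-stimulated DMSO wells for no effect and unstimulated DMSO wells for full effect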
# TRPM1 prom inh = reduces MITF-dependent TRPM1 promoter luciferase signal; SK-MEL-5 TRPM1 promoter luciferase, 24 h; inhibition, % at 12.5 µM; actives 0.83% (n = 330,000); AID 488899;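 active = mean inhibition across replicates of 60% or more, whatever share of single replicates reaches that level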; also: values of inactives mirror those of a sister screen read the other way
# iPSC survival up = hiPSC single-cell survival enhancement; survival enhancement, % at 20 µM; ATPlite luminescence; 100% = ROCK inhibitor wells, 0% = DMSO; AID 602274; actives 0.044% (n = 360,000); in the data active = survival enhancement above about 18%;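 also: cells exposed to compounds for 16 hours before the ATP read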
# KKLEB cytotox = counter-screen for CF NF-kB inhibitors: cytotoxicity | KKLEB CF airway cells viability, ATPlite luminescence, overnight; stronger effect = lower value; cells stimulated with P. aeruginosa culture filtrate | activity change (cytotoxicity), % at 5 µM | actives 0.36% (n = 360,000);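 active = corrected activity change at or below -50% at 5 µM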
# The depositor's hits bear a star; x = no result given; & = joins results of further samples. The order is random; 4.4% or so of the library scored in one or more.
SMILES,aDG glyco act,TWEAK-Fn14 inh,Peg3 prom inh,NR2E3 ag-1,HIF-2a inh,NR2E3 ag-2,Shn3 inh set2,CF NFkB inh,TRPM1 prom inh,iPSC survival up,KKLEB cytotox
Cc1cccc(NC(=S)NCC(c2cccnc2)N2CCOCC2)c1C (stereo not drawn),0.2,-18,10,-2,9,2,-15,-4,0,2.0,13
Cc1ccc(-n2cnc3ncnc(-c4ccccc4)c32)cc1,0.3,-3,11,18,12,8,2,6,2,-0.8,5
COc1ccc(CCNC(=O)c2c(C)cc(=O)oc2C)cc1OC,-0.1,-11,9,-4,8,0,-1,-3,7,-2.4,-6
CCN(CC)CC(=O)Nc1cccc(S(=O)(=O)N2CCCC2)c1,0.0,5,3,-16,3,-1,-2,6,-2,1.5,3
Cc1ccc(N2C(=O)C(NC(=O)c3ccccc3)(C(F)(F)F)C3=C2CC(C)(C)CC3=O)cc1 (stereo not drawn),-0.1,-2,23,-13,12,0,3,2,-2,0.7,3
OC(c1cc(Cl)cc(Cl)c1)c1ncc(-c2ccccc2F)[nH]1 (stereo not drawn),0.9,2,23,-23,5,x,20,-31,x,-0.3,-6
O=C(/C=C/c1ccccc1Cl)Nc1cccnc1,0.0,1,-205,-15,-195,-1,-30,-5,-29,-0.5,6
COc1cc(OC)cc(-c2c(-c3ccc(F)cc3)c3cc(-c4ccc(SC)cc4)ccc3n2C)c1,-0.3,-39,10,-11,-32,x,9,-15,-23,0.3,-13
O=C(Cn1cc2c(n1)CCCC2)NCCCN1CCN(Cc2ccccc2)CC1,0.2,-8,0,2,9,3,-24,9,x,-3.7,-4
COc1ccc(/C=N/Nc2nncc3ccccc23)c(OC)c1,-0.2,-29,-220,-117,-233,0,-73,20,-80,-2.2,6
COc1cccc(NC(=O)C(C)N2C(=O)c3ccccc3S2(=O)=O)c1 (stereo not drawn),-0.3,-15,3,13,10,-4,2,-21,12,0.5,-1
C#CCNc1cc(C)nc2ncnn12,0.0,0,2,-4,1,4,-30,-3,2,2.5,4
Cc1ccc(C(CCNC(C)c2cccs2)c2ccco2)cc1 (stereo not drawn),0.2,-7,15,-30,7,2,9,-3,4,-0.6,-1
O=C1CNC(=O)/C1=C\N1CCN(C(c2ccccc2)c2ccccc2)CC1,0.5,19,-8,26,9,3,19,-4,-5,-3.6,2
COCOCCn1cc(CN2CCS(=O)(=O)N(Cc3ccc(-c4ccncc4)cc3)C(C(C)C)C2=O)nn1 (stereo not drawn),-0.3,-12,-18,-10,2,x,2,11,x,2.8,-6
CC1(C)C(c2ccccc2)=[N+]([O-])CN1O,0.0,2,10,-18,-8,0,14,-2,5,2.0,9
Cc1ccc(C2Nc3ccccc3NC3=C2C(=O)OC(C)C3)cc1 (stereo not drawn),0.2,30,14,12,13,-4,4,-35,19,0.6,6
CC(C)Cc1nc(SCC(=O)N2CCCC2)c2c(=O)n(C)c(=O)n(C)c2n1,0.0,11,25,-25,14,4,-2,-48,-2,0.5,24
Cc1cccc(C(=O)NC(=S)Nc2ccc(Cc3ccncc3)cc2)c1,0.2,4,-73,-30,-109,4,18,5,-13,-1.9,7
Cc1ccc(S(=O)(=O)NNC(=O)C(=O)NNc2ccccn2)cc1,-0.1,1,5,-3,10,3,18,2,9,-1.0,4
CSc1nnc(SCC(=O)Nc2ccc3[nH]c(=O)[nH]c3c2)s1,-0.1,1,7,-10,1,1,-4,-15,3,-1.6,10
CCOc1nc(NC2CCCC2)nc(N2CCC(C)CC2)n1,-0.1,-4,14,11,13,3,26,-6,2,0.4,-6
COc1ccc(NC(=O)Nc2cccnc2)cc1,-0.3,-31,-86,-23,-125,0,-14,15,-38,-0.1,9
COc1ccc(OC)c(NC(=O)CN(c2ccc(C)cc2)S(=O)(=O)c2c(C)n[nH]c2C)c1,-0.2,10,-2,7,24,2,14,21,5,-0.6,-7
COc1cccc(NC(=O)Nc2ccc3nc(C)c(C)nc3c2)c1,-0.1,17,-121,-47,-137,-5,-25,33,-29,-0.3,-18
CCCCCNC(=O)C1c2ccccc2Oc2ccccc21,-0.1,0,8,1,13,-2,3,2,1,1.0,-2
Cc1csc(SCC(=O)NC(=O)c2ccccc2)n1,-0.1,0,0,-13,11,-2,-6,-8,5,-0.4,0
CCOc1ccccc1NC(=S)NCc1cccn1C,0.1,8,17,-25,6,-5,-10,0,-2,1.1,-2
COC(=O)c1c(NC(=O)CSc2nc3ccccc3c(=O)n2Cc2ccco2)sc(C)c1C,-0.2,1,2,-28,3,-3,-6,22,13,5.1,0
Cc1nc2c(o1)CCc1ccccc1C2O (stereo not drawn),0.0,6,14,-21,17,1,-2,12,-3,0.4,0
O=C(CSc1ccccn1)Nc1nc2ccccc2s1,0.1,-9,-161,-49,-178,2,-14,-18,-39,0.5,5
Cc1cccc(NC(=O)c2cnc3sccn3c2=O)c1C,-0.1,30,-373,-69,-279,x,-44,7,x,-3.2,0
CCOc1c(CNCc2ccc(C(=O)O)cc2)cccc1OC,-0.3,4,14,11,10,3,3,-11,0,-1.9,6
COc1cccc(CNc2nc(NCc3cccs3)nc3ccsc23)c1,0.6,-14,57*,88*,13,x,59,33,x,-1.7,-22
O=C(c1cc(-c2ccc(Br)cc2)nc2ccccc12)N1CCC1,-0.2,-25,-13,-12,-23,0,-12,-14,3,-0.5,22
Cc1cc(C)c2c(-c3ccc(F)cc3)c(C#N)c(=O)n(C)c2n1,-0.1,-8,11,-12,10,3,0,12,6,-0.5,-3
Cc1cccc(N=Nc2c(N)n[nH]c2N)c1,-0.1,17,-63,-38,-133,-5,-12,21,-10,0.0,-2
O=C(CCCC(=O)c1ccc(F)cc1)c1ccc(F)cc1,0.0,-7,-382,-97,-319,7,-120,5,-124,-0.6,5
CSc1nc(NC(C)(C)C)nc(Oc2ccc(=O)[nH]n2)n1,-0.3,1,-2,-11,16,1,-6,-6,2,2.5,11
Cc1n[nH]c(=O)c2c(NC(=O)COC(=O)/C=C/c3cccc(C(F)(F)F)c3)oc(C)c12,-0.1,-11,1,-28,15,-1,-4,-9,9,0.2,-2
Cc1nc2ccc(NC(=O)c3ccccc3)cc2c(=O)n1Cc1ccc(F)cc1,0.6,40,6,-16,-6,x,-6,6,x,-1.6,-6
COc1ccc2ccccc2c1/C=N/O,1.3,-6,6,2,6,1,9,18,9,-1.3,-18
CCC(=O)c1ccccc1OCCCn1cncn1,0.2,-6,6,-8,14,1,-8,5,26,-1.8,1
CCOc1c(C)cc(-c2ncccc2O)cc1C,0.3&-0.2,-2&7,-36&-17,-34&-34,-60&-55,-2&0,-21&-11,-2&-6,-16&-27,-1.7&2.7,-3&-3
COCCCn1c(SCC(=O)N2CCc3ccccc32)nnc1-c1ccco1,-0.2,-1,4,-3,22,-3,0,11,13,-0.1,-8
CN(C)C(=O)NC1CCCCCCCCCCC1,-0.1,10,15,-12,11,2,7,-2,7,-2.9,3
COC(=O)c1ccc(C)c(NC(=O)C(CCSC)NC(=O)c2cc(OC)c(OC)c(OC)c2)c1 (stereo not drawn),-0.1,-6,12,17,-1,2,-7,-39,-7,1.9,12
CCOc1ccc(NC(=O)CSc2nnc(CNC(=O)c3ccco3)o2)cc1,0.2,-1,10,-1,4,3,9,5,-11,-2.4,-5
COc1ccccc1NC(=O)CSc1nc(O)cc(=O)n1-c1ccccc1OC,-0.1,18,14,-16,-9,2,-12,-1,6,3.2,0
Cc1c(C(=O)OC(C)C)sc(NC(=O)c2cnccn2)c1C(=O)OC(C)C,-0.1,1,6,-14,5,x,x,12,7,-0.2,-4
CC(=NNC(=O)c1ccncc1)c1ccc2ccccc2c1O,0.9,-6,37,-31,-7,x,69,10,48,-2.1,5
CN1CCN(C(=O)C2=C[C@H](c3ccccc3)C[C@H](OCc3ccc(CO)cc3)O2)CC1,0.0,14,0,-21,14,1,11,7,-2,-3.4,0
Cc1cc(-c2n[nH]c(=S)n2/N=C/c2ccc(Br)s2)n[nH]1,-0.1,-3,6,-15,18,-3,-18,14,-3,-0.2,-12
Cc1cn([C@H]2C[C@H](O)[C@@H](CNC(=O)[C@@H]3CCCN3Cc3ccccc3)O2)c(=O)[nH]c1=O,0.3,9,-7,-11,9,x,-3,-3,x,-1.0,5
O=C(CSc1ccccn1)Nc1nc2c(ccc3ccccc32)s1,-0.1,17,-83,-29,-116,-3,-10,-8,-9,4.6,6
CCC(=O)Nc1ccc(C(=O)NNC(=O)c2cccc(C)c2)cc1,-0.2,-22,-9,9,-18,0,-5,-13,-14,-0.6,2
O=C(CCN1C(=O)/C(=C/c2ccc3c(c2)OCO3)SC1=S)Nc1ccccc1,-0.1,-85,-4,0,11,-1,8,-5,-14,-2.0,-1
CCOc1ccc(Cl)cc1CSc1n[nH]c(CC)n1,0.1,3,1,-18,-7,4,11,-7,-4,2.0,1
O=C(Oc1ccc(N(Cc2cccs2)C2=NS(=O)(=O)c3ccccc32)cc1)c1ccccc1,0.0,12,1,4,-3,-2,6,1,15,0.8,4
Cc1ccc(OCC(=O)NC2CCCCCC2)cc1C,-0.1,-18,-52,-48,-124,0,-16,10,-31,0.1,-10

# Record cards (already shown). Values in the order: aDG glyco act | TWEAK-Fn14 inh | Peg3 prom inh | NR2E3 ag-1 | HIF-2a inh | NR2E3 ag-2 | Shn3 inh set2 | CF NFkB inh | TRPM1 prom inh | iPSC survival up | KKLEB cytotox
# CSc1nnc(SCC(=O)Nc2ccc3[nH]c(=O)[nH]c3c2)s1 is entered as -0.1 | 1 | 7 | -10 | 1 | 1 | -4 | -15 | 3 | -1.6 | 10
# Cc1nc2c(o1)CCc1ccccc1C2O (stereo not drawn) is entered as 0.0 | 6 | 14 | -21 | 17 | 1 | -2 | 12 | -3 | 0.4 | 0
# O=C(c1cc(-c2ccc(Br)cc2)nc2ccccc12)N1CCC1 is entered as -0.2 | -25 | -13 | -12 | -23 | 0 | -12 | -14 | 3 | -0.5 | 22

# Further entries
SMILES,aDG glyco act,TWEAK-Fn14 inh,Peg3 prom inh,NR2E3 ag-1,HIF-2a inh,NR2E3 ag-2,Shn3 inh set2,CF NFkB inh,TRPM1 prom inh,iPSC survival up,KKLEB cytotox
O=C(NCC1(c2ccccc2)CCCC1)C(=O)N1CCOCC1,0.3,-5,2,-22,5,0,5,5,-8,-1.8,0
COc1ccc(N/N=C(/C#N)S(=O)(=O)C(C)(C)C)cc1,-0.2,13,-4,-4,9,-6,12,-3,-3,-0.7,1
Cc1cccc(OCCSc2nncn2C)c1,-0.1,5,-33,-50,-34,-3,-54,4,-2,-0.7,5
O=S(=O)(c1ccc2c(c1)OCCO2)N1CCN(S(=O)(=O)c2ccccn2)CC1,-0.3,12,-2,-5,6,x,-7,-18,7,-1.5,0
C=CCOc1c(Br)cc(CNc2ccc(NC(=O)C(C)C)c(OC)c2)cc1OC,0.9,2,28,-78,16,1,10,-1,17,-1.2,2
CCCn1c(SCC(=O)NCCc2ccccc2)nnc1C(C)C,-0.1,23,-2,5,11,2,-2,16,1,0.2,-1
COc1ccccc1NS(=O)(=O)c1cc(NC(=O)Nc2ccc(Cl)cc2Cl)ccc1N1CCCCC1,0.3,17,20,1,18,0,63,29,8,-2.3,-2
